# PAFAH1B3 inh: PAFAH1B3 (human) inhibition | actives 0.28% (n = 340,000) | recombinant PAFAH1B3, FP-rhodamine probe, fluorescence polarization | inhibition, % at 3.39 µM | AID 492972 | Q15102;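 active = inhibition above the screen-wide average of all tested compounds plus 3 SD, cut at about 25% in these data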;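 note: 0% = enzyme with DMSO only and 100% = wells lacking PAFAH1B3 protein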
# Target sequence (Q15102 whole entry, looked up): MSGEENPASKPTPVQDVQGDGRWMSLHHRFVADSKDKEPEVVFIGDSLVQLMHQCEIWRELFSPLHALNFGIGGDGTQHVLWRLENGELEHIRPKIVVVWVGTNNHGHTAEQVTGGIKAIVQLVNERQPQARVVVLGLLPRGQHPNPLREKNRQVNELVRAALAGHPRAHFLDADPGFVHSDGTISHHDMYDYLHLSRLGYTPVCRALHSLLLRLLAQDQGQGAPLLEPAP
# pPAFAH inh: inhibitors of human plasma PAF acetylhydrolase (pPAFAH). Q13093. recombinant pPAFAH, FP-rhodamine probe fluorescence polarization. inhibition, % at 3.39 µM. actives 1.5% (n = 330,000);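 active = inhibition above the mean inhibition across the screen plus 3 SD, cut at about 25% in these data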;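 note: inhibitors block binding of the rhodamine activity-based probe so polarization drops; 0% = enzyme with DMSO and 100% = wells lacking pPAFAH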
# PAFAH1B2 FP inh: PAFAH1B2 (human) inhibition; P68402; recombinant PAFAH1B2, FP-rhodamine activity probe, fluorescence polarization; inhibition, % at 3.39 µM; actives 1.2% (n = 340,000);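 active = inhibition above the mean of all tested compounds plus 3 SD, cut at about 24% in these data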;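 note: 0% = enzyme with DMSO and 100% = wells lacking PAFAH1B2; many of its hits are not listed in these tables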
# GSTO1 counter: counter-screen for RBBP9 inhibitors: inhibitors of human GSTO1 | recombinant GSTO1, activity-based probe fluorescence polarization | inhibition, % at 5.96 µM | actives 1.1% (n = 300,000) | AID 1974;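 active = inhibition above the campaign mean inhibition plus 3 SD, cut at about 35% in these data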;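 note: 0% = GSTO1-1 with DMSO and 100% = wells lacking GSTO1-1 enzyme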
# Target sequence (P78417 whole entry, looked up): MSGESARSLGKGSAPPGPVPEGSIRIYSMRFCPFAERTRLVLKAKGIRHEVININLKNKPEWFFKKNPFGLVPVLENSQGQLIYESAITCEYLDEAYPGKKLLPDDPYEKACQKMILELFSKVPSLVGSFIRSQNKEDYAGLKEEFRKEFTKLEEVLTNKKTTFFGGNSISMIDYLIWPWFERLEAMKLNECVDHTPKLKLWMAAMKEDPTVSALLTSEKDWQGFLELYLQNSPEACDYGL
# PAD4 inh: inhibitors of human PAD4. actives 0.41% (n = 330,000). Q9UM07. inhibition, % at 6.36 µM. recombinant PAD4, RCA probe fluorescence polarization;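 active = percent inhibition above a cutoff equal to the mean of all tested compounds plus 3 SD, cut at about 15% in these data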;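 note: 0% = PAD4 with RCA probe and DMSO and 100% = probe without PAD4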
# PREPL inhibitor: inhibits the human prolyl oligopeptidase-like enzyme | Q4J6C6 | recombinant PREPL, fluorescence polarization activity-based probe | inhibition, % at 5.96 µM | actives 0.68% (n = 320,000) | AID 2751; in the data active = inhibition above about 43%;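 note: 0% = enzyme with DMSO and 100% = wells lacking enzyme; many of its hits are not listed in these tables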
# LYPLA1 counter: LYPLA1 (human) inhibition in PME1 counter-screen; O75608; recombinant LYPLA1, FP-Rh probe fluorescence polarization; inhibition, % at 5.9 µM; actives 0.16% (n = 320,000); AID 2174;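 active = inhibition above the mean of all tested compounds plus 3 SD, set per campaign, cut at about 14% in these data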;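 note: inhibitors block serine hydrolase probe labeling of LYPLA1 so polarization falls; 0% = enzyme with DMSO and 100% = wells lacking LYPLA1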
# Target sequence (O75608 whole entry, looked up): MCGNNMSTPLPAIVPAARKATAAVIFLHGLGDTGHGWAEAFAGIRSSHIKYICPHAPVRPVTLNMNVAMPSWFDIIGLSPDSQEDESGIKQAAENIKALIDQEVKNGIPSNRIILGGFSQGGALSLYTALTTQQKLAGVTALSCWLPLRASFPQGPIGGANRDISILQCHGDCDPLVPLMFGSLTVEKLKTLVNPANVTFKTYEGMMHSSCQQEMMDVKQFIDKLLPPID
# PME-1 primary: PME-1 (human) inhibition; AID 2130; actives 0.53% (n = 320,000); Q9Y570; recombinant PME-1, FP-Rh probe fluorescence polarization; inhibition, % at 5.9 µM;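 active = inhibition above the campaign mean of all compounds plus 3 SD, cut at about 26% in these data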;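 note: competitive labeling of PME-1 active site by serine hydrolase directed probe; 0% = PME-1 with DMSO and 100% = wells lacking PME-1 enzyme; inhibitors block probe labeling so polarization falls and inhibition rises; many of its hits are not listed in these tables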
# LYPLA2 counter: blocks human lysophospholipase 2, a PME1 counter-screen; actives 0.38% (n = 320,000); inhibition, % at 5.9 µM; recombinant LYPLA2, FP-Rh probe fluorescence polarization;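 active = inhibition above the screen-wide mean plus 3 SD, limit set per campaign, cut at about 26% in these data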;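 note: 0% = LYPLA2 with DMSO and 100% = wells lacking LYPLA2 enzyme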
# Target sequence (O95372 whole entry, looked up): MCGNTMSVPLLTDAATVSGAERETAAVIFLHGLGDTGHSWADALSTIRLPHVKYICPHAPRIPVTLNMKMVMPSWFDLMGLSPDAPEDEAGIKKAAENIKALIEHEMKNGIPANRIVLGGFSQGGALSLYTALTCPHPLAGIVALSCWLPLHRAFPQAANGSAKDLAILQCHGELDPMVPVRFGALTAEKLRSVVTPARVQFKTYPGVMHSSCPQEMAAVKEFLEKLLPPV
# The depositor's hits bear a star; · = no result given.
SMILES,PAFAH1B3 inh,pPAFAH inh,PAFAH1B2 FP inh,GSTO1 counter,PAD4 inh,PREPL inhibitor,LYPLA1 counter,PME-1 primary,LYPLA2 counter
Cn1c(CNC(=O)c2ccco2)nnc1SCC(=O)N1CCN(c2ccccc2F)CC1,-1,-6,1,8,-2,21,0,-1,-2
CCCNc1nc(NCC)nc(OC)n1,-5,3,5,3,-3,-8,1,1,1
COc1ccc(CNC(=O)C2CCC(CNc3nc(=S)[nH]c4ccccc34)CC2)cc1 (configuration not stated),·,0,·,-5,-8,11,0,4,-1
CN(c1ccccc1)S(=O)(=O)c1cccc(NC(=O)CC(C)(C)C)c1,6,5,-4,-3,3,0,-5,2,-2
O=C1c2c(O)cccc2Cc2cccc(O)c21,10,15,12,45*,-7,1,-20,37*,2
CN(C)S(=O)(=O)c1cc(C(=O)NCC2CCCO2)c(Cl)cc1Cl (configuration not stated),-3,-6,3,5,-1,8,-3,4,-11
COc1ccc(OC)c(NC(=O)CCc2nnc3ccc(NCc4ccco4)nn23)c1,2,7,0,-6,-2,12,-6,7,-6
COc1ccc(N2CCN(C(=O)c3cc4ccccc4o3)CC2)cc1,6,3,4,1,-4,11,2,0,6
CN(CC(=O)NCc1cccnc1)S(=O)(=O)c1ccc2c(c1)c(=O)n(C)c(=O)n2C,3,1,1,-1,-2,0,4,-6,-4
Cc1cccc(C)c1NC(=S)NC(=O)c1ccccc1F,10,-3,-3,-4,3,-3,-2,-2,2
Cc1ccc(C(=O)Nc2nnc(SCC(=O)N3CCCc4ccccc43)s2)cc1,-1,3,-4,-15,0,0,-1,1,0
Cc1ccc(NC(=O)CN2C(=O)NC(Cc3ccccc3)C2=O)cc1 (configuration not stated),6,2,0,6,2,9,3,2,8
O=C1CS/C(=C\[N+](=O)[O-])N1c1ccccc1,5,18,3,7,-6,19,1,5,4
CCNC(=S)N/N=C/c1cc(Br)cc(Br)c1OC,-6,4,6,10,-3,16,-3,-3,-2
COCC(=O)Nc1cc(OC)cc(OC)c1,3,2,-1,-8,-3,-10,-1,-6,-6
Brc1ccc(-c2nnc3c4ccccc4nc(N4CCOCC4)n23)cc1,13,3,2,-3,2,4,0,-2,3
Cc1cc(-c2ccccc2)nc(N2CCC(C(=O)NC(C)C)CC2)n1,3,-4,4,6,1,4,-2,-2,0
COc1ccc(-n2c(N)c(C(=O)Nc3c(C)n(C)n(-c4ccccc4)c3=O)c3nc4ccccc4nc32)cc1,7,9,2,9,0,-1,0,-1,0
COc1ccc(Cl)cc1C(=O)NNC(=S)NC1CCCCC1,·,0,·,1,-2,6,-3,-1,-8
O=C(CSc1ccc(-c2ccccn2)nn1)Nc1ccc(F)c(F)c1,10,4,1,-7,0,30,-1,0,-2
CCC(C)SCc1nc2ccccc2[nH]1 (configuration not stated),1,6,1,4,3,-3,0,-2,10
CCCn1c(SCC(=O)Nc2cccc(S(=O)(=O)N(C)C)c2)nc2ccccc2c1=O,3,4,3,-2,-2,-3,-2,13,0
C=C(C)Cn1c(Sc2nnc(C)s2)nc2c1c(=O)[nH]c(=O)n2C,11,1,1,-1,-3,6,-1,-1,2
CCN1CCCC1CNC(=O)c1cc(S(N)(=O)=O)ccc1OC (configuration not stated),-3,1,-2,4,0,1,0,1,-4
Cn1c(CSCc2ccccc2Cl)n[nH]c1=S,1,5,2,5,-3,-4,4,2,4

# In another format: entries from further up
Cc1cccc(C)c1NC(=S)NC(=O)c1ccccc1F
  PAFAH1B3 inh: 10; pPAFAH inh: -3; PAFAH1B2 FP inh: -3; GSTO1 counter: -4; PAD4 inh: 3; PREPL inhibitor: -3; LYPLA1 counter: -2; PME-1 primary: -2; LYPLA2 counter: 2

COc1ccc(Cl)cc1C(=O)NNC(=S)NC1CCCCC1
  PAFAH1B3 inh: ·; pPAFAH inh: 0; PAFAH1B2 FP inh: ·; GSTO1 counter: 1; PAD4 inh: -2; PREPL inhibitor: 6; LYPLA1 counter: -3; PME-1 primary: -1; LYPLA2 counter: -8

Brc1ccc(-c2nnc3c4ccccc4nc(N4CCOCC4)n23)cc1
  PAFAH1B3 inh: 13; pPAFAH inh: 3; PAFAH1B2 FP inh: 2; GSTO1 counter: -3; PAD4 inh: 2; PREPL inhibitor: 4; LYPLA1 counter: 0; PME-1 primary: -2; LYPLA2 counter: 3

Cn1c(CNC(=O)c2ccco2)nnc1SCC(=O)N1CCN(c2ccccc2F)CC1
  PAFAH1B3 inh: -1; pPAFAH inh: -6; PAFAH1B2 FP inh: 1; GSTO1 counter: 8; PAD4 inh: -2; PREPL inhibitor: 21; LYPLA1 counter: 0; PME-1 primary: -1; LYPLA2 counter: -2

# The listing picks up, repeating the four entries before the break.
SMILES,PAFAH1B3 inh,pPAFAH inh,PAFAH1B2 FP inh,GSTO1 counter,PAD4 inh,PREPL inhibitor,LYPLA1 counter,PME-1 primary,LYPLA2 counter
CCCn1c(SCC(=O)Nc2cccc(S(=O)(=O)N(C)C)c2)nc2ccccc2c1=O,3,4,3,-2,-2,-3,-2,13,0
C=C(C)Cn1c(Sc2nnc(C)s2)nc2c1c(=O)[nH]c(=O)n2C,11,1,1,-1,-3,6,-1,-1,2
CCN1CCCC1CNC(=O)c1cc(S(N)(=O)=O)ccc1OC (configuration not stated),-3,1,-2,4,0,1,0,1,-4
Cn1c(CSCc2ccccc2Cl)n[nH]c1=S,1,5,2,5,-3,-4,4,2,4
Cn1c(=O)c2c(nc(N3CCCCC3)n2CCCNC2=NCCCC2)n(C)c1=O,-3,4,0,9,-2,22,1,-7,2
O=C(Nc1csc([N+](=O)[O-])c1)Nc1c(Cl)cccc1Cl,10,8,1,-4,-2,5,0,-4,8
Cc1ccc(S(=O)(=O)NNC(=O)c2csnn2)cc1,4,-3,1,9,3,8,-1,-12,4
O=C1/C(=C\c2ccc(Br)o2)SC(=Nc2ccccc2)N1c1ccccc1,-1,11,1,-8,-7,-7,-4,1,-6
CN(C)CCn1c(COc2ccccc2)nc2ccccc21,3,4,1,0,0,-5,-1,6,5
CCOC(=O)c1cc2c(ccn2C)n1CC(=O)N(C)C,6,-3,2,5,-5,10,1,-1,0
O=C(N[C@@H]1CCC(=O)N(CC[C@H](Sc2ccc(Br)cc2)c2ccccc2)CC1)OCc1ccccc1,12,12,12,·,9,9,0,-5,1
CCOC(=O)CN1C(=O)C(O)=C(C(C)=O)C1c1ccc(F)cc1 (configuration not stated),5,-1,-5,1,-2,0,-1,-8,-3
COC(=O)c1c(C(=O)OC)c(-c2ccc(F)cc2)n2c1CS(=O)(=O)C2,1,1,-1,-4,-3,2,-3,-7,0
CCCCn1c(N)c(N(CCOC)C(=O)c2ccc(N3C(=O)CCC3=O)cc2)c(=O)[nH]c1=O,4,2,1,7,-1,1,-2,-6,-4
O=C(COC(=O)Cc1ccc(S(=O)(=O)N2CCOCC2)s1)Nc1ccccc1,0,7,-2,·,-6,4,·,·,·
CC(=O)OCC(=O)Nc1ccc(C(C)=O)cc1,8,4,6,12,-3,11,7,6,7
CCOC(=O)NC(C)N1C(=O)C2C3C=CC(C3)C2C1=O (configuration not stated),11,0,4,2,1,0,-1,-1,1
Cc1ccc(NC(=O)COC(=O)CCC(=O)c2cccs2)c(Br)c1,-2,8,2,·,-1,-8,3,-1,2
O=C(CN1CCCC1)Nc1cc(C(F)(F)F)cc(C(F)(F)F)c1,1,2,4,-9,-2,8,1,-1,-1
CC(C)c1ccc(N=C(N)N=C(N)N)cc1,1,3,0,5,1,-5,-3,0,-3
CCOc1ccc(OCCC(=O)OCC(=O)NNC(=O)c2ccccc2)cc1,0,28*,0,6,-1,12,-1,3,-4
COc1ccc(-c2cc(C(F)(F)F)nc(SCC(=O)Nc3cc(C)on3)n2)cc1OC,8,1,4,-9,-1,7,-3,5,2
FC(F)(F)c1ccccc1-n1c(-c2cnccn2)n[nH]c1=S,14,-2,1,1,-3,6,-1,4,1
Cc1ccc(C(=O)N/N=C/c2ccc(S(=O)(=O)O)o2)c(Cl)c1,3,1,3,5,-3,14,0,3,-1
COc1ccc(C(=O)NCC(=O)OCC(=O)c2ccc(Cl)cc2)cc1OC,1,3,7,-2,-1,-10,-3,-3,3
CC(C)c1cc(C(=O)Nc2cccc(Cl)c2)no1,1,7,8,-3,-5,11,0,2,3
CN1CCC(OC(=O)c2ccccc2)CC1,12,7,1,20,-1,19,0,9,5
Cc1ccc(NC(=O)CSCC(=O)O)c(C)c1,13,1,2,-1,3,0,0,-1,2
CCN(CC)CCCNC(=O)c1ccc2c3n(nc2c1)-c1ccc(Cl)cc1CO3,3,6,3,-1,1,-47,-2,-4,-8
SMILES,PAFAH1B3 inh,pPAFAH inh,PAFAH1B2 FP inh,GSTO1 counter,PAD4 inh,PREPL inhibitor,LYPLA1 counter,PME-1 primary,LYPLA2 counter
CC(=O)c1cccc(NC(=O)CNC(=O)Cc2ccccc2)c1,0,0,2,9,4,7,-4,2,-7
O=C(COC(=O)CCc1nc2ccccc2c(=O)[nH]1)Nc1ccc(Cl)cn1,-4,1,5,15,-1,10,-2,-7,4
O=C1CSC(=S)N1/N=C/c1ccc(C(F)(F)F)cc1,-2,7,-1,2,-4,9,-5,-8,-5
COCCN(C(=O)COC(=O)c1ccc2[nH]c(C)c(C)c2c1)c1c(N)n(Cc2ccccc2)c(=O)[nH]c1=O,4,-2,4,-5,-4,-6,0,-6,-4
O=S(=O)(Cc1ccc(Cl)cc1)NCC1CCCO1 (configuration not stated),9,6,6,9,-4,-10,-4,0,-10
CCC1=C(OC(=O)N(CC)CC)N2C(=O)OC(=NCC3CC3)[C@]2(C)[C@H]2C1=CC[C@H]1C(=O)N(CC(=O)OC)C(=O)[C@H]12,3,1,5,8,-2,-7,-2,6,-1
CN(C)c1ccc(NC(=O)Cn2c(=O)n(Cc3ccccc3)c(=O)c3ccccc32)cc1,8,0,4,9,1,11,-2,3,1
CCOc1ccc(S(=O)(=O)NCC2CCCO2)c2ccccc12 (configuration not stated),9,8,-6,6,0,5,0,-5,3
CN1CCN(CCCNC(=O)c2nnc(Cc3c(F)cccc3Cl)o2)CC1,6,2,1,-1,1,2,1,3,-4
COc1cc(C2C(N3C(=O)c4ccccc4C3=O)C(=O)N2c2ccc(C)c(C)c2)cc(OC)c1OC (configuration not stated),4,-3,-3,4,8,9,-4,-9,0
NC(=O)c1nsc(C(=O)N(Cc2cccnc2)C(C(=O)NC2CCCC2)c2ccc(F)cc2)c1N (configuration not stated),0,2,5,2,-1,-2,-1,-2,-2
CC1c2cc3c(cc2CCN1C(=O)c1ccc(Cl)cc1)OCCCO3 (configuration not stated),-2,0,-10,-1,-2,11,2,5,4
CC1CCc2ccccc2N1C(=O)c1cccs1 (configuration not stated),3,2,11,0,0,-2,1,1,1

# Assay outcomes from PubChem BioAssay.

# Only part of the results is shown; rates above refer to the full screens.
